# High-throughput results deposited in PubChem by several laboratories.
# proKLK7 act = activates the human kallikrein-7 zymogen; P49862; purified proKLK7, EDANS-DABCYL substrate fluorescence; 100% is mature enzyme control, 0% vehicle; activation, % at 7 µM; 0.9% of 370,000 active;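 active = activation above the mean of all tested compounds plus 3 SD, computed per campaign excluding outliers beyond control limits, cut at about 13% in these data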
# DDE Tn6 FP inh = inhibitors of Tn6 peptide binding to human fibrin DD(E). P02675. inhibition, % at 8.3 µM. Fibrin DD(E) TRITC-Tn6 fluorescence polarization displacement. 0.21% of 370,000 active;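 active = inhibition above a per-campaign cutoff: mean of compounds within control limits plus 3 SD, cut at about 15% in these data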;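 also: 0% = median of all compound wells on the plate and 100% = blocking peptide control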
# HGIII-sPLA2 inh = Inhibits HGIII-sPLA2 liposome hydrolysis, primary screen; 0.56% of 370,000 active; QFRET BODIPY PC-A2 liposome hydrolysis, fluorescence; Q9NZ20; inhibition, % at 12.2 µM; AID 743126;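 active = inhibition above mean plus 3 SD of compounds lying within the high and low control bounds, cut at about 19% in these data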;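 also: 0% = median of test compound wells and 100% = no enzyme DMSO wells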
# GC-A act = GC-A (human) enzyme activation; P16066; HEK293 GC-A cells, cGMP TR-FRET, EC30 ANP; 0% at EC30 ANP, 100% saturating ANP; 0.14% of 370,000 active; activation, % at 10 µM; in the data active = activation above about 40%
# GC-B act = GC-B (human) receptor activation; P20594; HEK293-GC-B cells, CNP EC30, cGMP TR-FRET; 0% at EC30 CNP, 100% saturating CNP; activation, % at 10 µM; 0.11% of 370,000 active;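 active = activation at 10 µM reaching about 35% in either raw or pattern-adjusted values, limit read from the data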
# ARFGAP1 inh = inhibits rat ARF GTPase activating protein 1; Q62848; inhibition, % at 16.5 µM; Arfgap1-stimulated ARF1 GTP hydrolysis, GDP FP detection; 0.26% of 360,000 active;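 active = inhibition above a per-plate limit, mean inhibition of low control wells plus 3 SD, cut at about 25% in these data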;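 also: 0% = DMSO wells with enzyme and 100% = wells lacking Arfgap1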
# Target sequence (Q62848 1-136 limits assumed): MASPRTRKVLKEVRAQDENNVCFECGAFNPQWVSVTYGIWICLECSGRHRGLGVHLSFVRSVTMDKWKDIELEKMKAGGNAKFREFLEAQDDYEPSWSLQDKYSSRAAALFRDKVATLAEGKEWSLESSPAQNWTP
#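 Material – truncated rat Arfgap1 GAP domain · Buffer or medium – HEPES-based buffer, pH 7.5 · Reagent – human ARF1(Δ1-17)-GTP substrate · Dosing – 16.5 µM single point, 1.26% DMSO · Schedule – GTP hydrolysis reaction 2 h at 25 °C · Technique – GDP detection by fluorescence polarization · Benchmarks – No-Arfgap1 wells (100%) versus DMSO full-reaction wells (0%) · Repeats – single replicate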
# GAA850 FXN act = increases GAA850 frataxin promoter reporter activity; HEK293 lucGAA850 FXN promoter luciferase reporter, 24 h; percent of 10 µM SAHA response; activation, % at 6 µM; 0.56% of 360,000 active; AID 540364;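 active = activation above the average of all compounds screened plus 3 SD, cutoff fixed separately per campaign, cut at about 7.5% in these data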;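 also: 0% = DMSO wells and 100% = 10 µM SAHA wells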
# ASAP1 GAP inh = ASAP1 ArfGAP inhibition; ASAP1-stimulated ARF1 GTP hydrolysis, GDP FP detection; inhibition, % at 16.5 µM; Q9ULH1; 0.19% of 360,000 active; AID 624377; in the data active = inhibition above about 25%;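 also: 0% = vehicle with enzyme and substrate and 100% = no enzyme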
# Target sequence (Q9ULH1 325-724 limits assumed): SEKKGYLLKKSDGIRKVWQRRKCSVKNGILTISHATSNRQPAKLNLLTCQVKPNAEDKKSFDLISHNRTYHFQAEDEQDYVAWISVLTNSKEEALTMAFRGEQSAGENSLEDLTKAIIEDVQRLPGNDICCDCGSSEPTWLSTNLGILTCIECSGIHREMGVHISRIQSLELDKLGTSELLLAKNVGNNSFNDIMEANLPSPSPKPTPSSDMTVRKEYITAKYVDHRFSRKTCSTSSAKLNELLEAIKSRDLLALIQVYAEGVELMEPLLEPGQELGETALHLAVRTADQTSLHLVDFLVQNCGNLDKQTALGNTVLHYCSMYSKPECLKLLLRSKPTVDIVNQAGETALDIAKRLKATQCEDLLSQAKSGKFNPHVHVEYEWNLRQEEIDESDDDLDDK
# ADAM10 inh = inhibitors of human ADAM10; recombinant ADAM10, EDANS/DABCYL FRET peptide cleavage, 3 h; inhibition, % at 7 µM; AID 720582; 0.62% of 370,000 active;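 active = inhibition above a per-campaign cutoff equal to the mean of compounds falling between control-based bounds plus 3 SD, cut at about 20% in these data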;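 also: 0% = DMSO wells while the 100% control is not disclosed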
# Target sequence (O14672 214-748 limits assumed): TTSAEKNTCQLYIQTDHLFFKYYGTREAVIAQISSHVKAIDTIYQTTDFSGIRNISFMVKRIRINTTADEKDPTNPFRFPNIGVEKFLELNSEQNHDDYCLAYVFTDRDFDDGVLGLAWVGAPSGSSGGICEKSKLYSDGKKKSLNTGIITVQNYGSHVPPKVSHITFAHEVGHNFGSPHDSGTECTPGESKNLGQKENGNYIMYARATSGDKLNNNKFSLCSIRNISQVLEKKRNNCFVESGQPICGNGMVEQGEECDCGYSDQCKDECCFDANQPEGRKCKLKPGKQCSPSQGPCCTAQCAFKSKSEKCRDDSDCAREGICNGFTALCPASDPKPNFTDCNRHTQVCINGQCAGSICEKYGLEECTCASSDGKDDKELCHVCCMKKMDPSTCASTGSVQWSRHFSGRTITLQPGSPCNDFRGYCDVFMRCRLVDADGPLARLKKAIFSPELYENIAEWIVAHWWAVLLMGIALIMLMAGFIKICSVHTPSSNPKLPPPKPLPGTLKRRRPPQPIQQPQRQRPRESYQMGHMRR
# rCAG RNA binder = binds r(CAG) RNA repeats; r(CAG) RNA repeat, TO-PRO-1 dye displacement fluorescence; inhibition, % at 3 µM; 1.3% of 370,000 active; AID 651821;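 active = inhibition above the plate cutoff, the mean of all test compounds on that plate plus 3 SD, cut at about 35% in these data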;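 also: 0% = DMSO alone and 100% = 100 µM mitoxantrone as full dye displacement; higher means more dye released from RNA so lower well fluorescence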
# * = called active by the depositor; i = inactive; & = joins results of further samples.
1: CCCCNC(=O)C1CCC(CNc2c(N3CCC(C)CC3)c(=O)c2=O)CC1 (stereo not given)
2: O=C(NCC1CCCO1)C(c1cccs1)N(Cc1cccs1)C(=O)c1ccc(-c2ccccc2)[nH]1 (stereo not given)
3: CSc1nc(=S)n(-c2ccccc2)c(C)c1C(C)=O
4: CCC(C)(C(=O)NC1CCCCC1)N(Cc1ccco1)C(=O)c1ccccn1 (stereo not given)
5: Cc1cccc(N2CCN(C(=O)Cc3c(C(=O)O)[nH]c4ccc(Cl)cc34)CC2)c1C
6: Cc1cc(NC(=O)COC(=O)C2=NN(c3ccccc3)C(=O)CC2)c([N+](=O)[O-])cc1C
7: CCc1nc2c(OCc3ccc(OC)cc3)cccn2c1N(C)C(=O)c1ccncc1
8: CC(C)n1c(N2CCN(C(=O)c3cccs3)CC2)nc2ccccc21
9: CN(C(=O)c1ccc(F)cc1)c1ccc(OCC(=O)Nc2ccccc2C(=O)O)cc1
10: NC(Cc1ccc(F)cc1)c1csc(Nc2ccc(C(=O)NCCCO)cn2)n1 (stereo not given)
Assay by compound,1,2,3,4,5,6,7,8,9,10
proKLK7 act,0.7,-1.3,-0.6,-0.5,0.2,0.2,0.7,0.1,-0.2,-0.5
DDE Tn6 FP inh,0,2,2,1,-2,-7,-6,2,3,3
HGIII-sPLA2 inh,2,-19,-1,5,-18,1,3,-1,4,1
GC-A act,4,-3,3,-6,2,-2,3,-6,0,3
GC-B act,0,8,-4,-3,2,-4,1,1,1,5
ARFGAP1 inh,1,-6,11,4,-15,0,-7,-8,6,19
GAA850 FXN act,0.4,-6.1,-0.1,0.7,-2.4,1.7,-1.9,-0.7,-2.5,-1.6
ASAP1 GAP inh,-10,4,3,-18,1,8,8,2,13,-10
ADAM10 inh,1,17,7,-1,-3,6,-7,4,-15,-41
rCAG RNA binder,-5,9,-2,-4,50*,1,2,-3,16,5

11: CC(=O)Oc1ccccc1Cn1c(C)c(C(=O)NCc2cccc(Cl)c2)sc1=O
12: COc1ccc(C(C(=O)NC2CCCC2)N(CC2CCCO2)C(=O)Cn2nnc(-c3ccc(C)o3)n2)cc1 (stereo not given)
13: CC(=O)c1ccc(OCCCC(=O)Nc2ccc3c(c2)OCCO3)cc1
14: Oc1ccc(CCc2n[nH]c(=S)n2-c2ccc(F)cc2)cc1
15: Cc1ccc(C)c(NNC(=O)C(=O)NNc2cc(C)ccc2C)c1
16: Fc1cc(F)cc(NC(=S)Nc2ccccc2N2CCOCC2)c1
17: COc1ccccc1C(=O)Nc1ccnn1C1CCN(Cc2csc(C(C)=O)c2)CC1
18: CCc1ccccc1NC(=O)CN(c1ccc(OC)cc1OC)S(=O)(=O)c1ccccc1[N+](=O)[O-]
19: O=C(CN1CCN(Cc2ccccc2)CC1)NNC(=O)c1ccc(Cl)cc1
20: Cc1ccc(S(=O)(=O)NC2CCCc3ccccc32)cc1C (stereo not given)
Assay by compound,11,12,13,14,15,16,17,18,19,20
proKLK7 act,0.4,0.2,0.5,0.5,0.1,-0.9,0.0,0.2,0.6,1.0
DDE Tn6 FP inh,-3,-5,-2,8,0,-1,-8,-1,8,-1
HGIII-sPLA2 inh,-19,6,3,10,7,1,0,-14,18,-18
GC-A act,-2,2,4,0,2,-1,-5,-8,0,4
GC-B act,-7,7,0,16,2,-1,-3,1,10,-5
ARFGAP1 inh,3,7,4,7,-12,1,3,-8,-4,6
GAA850 FXN act,-2.2,0.2,-2.5,0.0,1.7,4.0,1.8,0.0,1.2,-0.2
ASAP1 GAP inh,-7,7,0,5,-7,-3,-5,12,-2,2
ADAM10 inh,8,-7,-11,-1,-7,-10,-1,-2,9,4
rCAG RNA binder,1,0,4,-1,0,-3,-5,3,0,-2

# Copied from the results shown for reference:
11: CC(=O)Oc1ccccc1Cn1c(C)c(C(=O)NCc2cccc(Cl)c2)sc1=O
12: COc1ccc(C(C(=O)NC2CCCC2)N(CC2CCCO2)C(=O)Cn2nnc(-c3ccc(C)o3)n2)cc1 (stereo not given)
Assay by compound,11,12
proKLK7 act,0.4,0.2
DDE Tn6 FP inh,-3,-5
HGIII-sPLA2 inh,-19,6
GC-A act,-2,2
GC-B act,-7,7
ARFGAP1 inh,3,7
GAA850 FXN act,-2.2,0.2
ASAP1 GAP inh,-7,7
ADAM10 inh,8,-7
rCAG RNA binder,1,0

# Structures above containing an NH in an aromatic ring (3):
2: O=C(NCC1CCCO1)C(c1cccs1)N(Cc1cccs1)C(=O)c1ccc(-c2ccccc2)[nH]1 (stereo not given)
5: Cc1cccc(N2CCN(C(=O)Cc3c(C(=O)O)[nH]c4ccc(Cl)cc34)CC2)c1C
14: Oc1ccc(CCc2n[nH]c(=S)n2-c2ccc(F)cc2)cc1
Assay by compound,2,5,14
proKLK7 act,-1.3,0.2,0.5
DDE Tn6 FP inh,2,-2,8
HGIII-sPLA2 inh,-19,-18,10
GC-A act,-3,2,0
GC-B act,8,2,16
ARFGAP1 inh,-6,-15,7
GAA850 FXN act,-6.1,-2.4,0.0
ASAP1 GAP inh,4,1,5
ADAM10 inh,17,-3,-1
rCAG RNA binder,9,50*,-1

# Following part:
21: S=C(NCc1ccccc1)NNc1ccccc1
22: Cc1ccc(C)c(N(CC(=O)Nc2ccccc2C(=O)NCc2ccco2)S(=O)(=O)c2ccccc2)c1
23: CCOc1ccc(NC(=O)COC(=O)Cc2ccsc2)cc1
24: O=C(Nc1cc(S(=O)(=O)N2CCCC2)ccc1OCC(F)(F)F)c1ccccc1F
25: CC(/C=N/NC(=O)c1ccccn1)=C\c1ccco1
26: CCCCCCCCNc1ccccc1S(=O)(=O)NCc1ccccc1
27: COc1ccc(C(=O)Nc2cnn(Cc3c(F)cccc3Cl)c2)cc1OC
28: COc1ccccc1N(CC(=O)NC(C)(C)C)C(=O)c1ccc(Cl)nc1
29: CN(C(=O)CSc1nnc(COc2ccccc2F)n1N)C1CCCCC1
30: COCc1cc(C(C)=O)ccc1OC
Assay by compound,21,22,23,24,25,26,27,28,29,30
proKLK7 act,-0.1,-1.2,0.9,0.5,-0.8,-0.5,0.1,0.2,0.1,-1.1
DDE Tn6 FP inh,1,2,5,-2,4,6,2,5,-3,-1
HGIII-sPLA2 inh,10,-31,1,5,0,-14,-1,2,3,4
GC-A act,6,-3,-3,-6,4,3,6,2,3,-7
GC-B act,5,-9,5,-3,-3,-1,4,-3,4,-6
ARFGAP1 inh,-9,-3,5,11,0,-8,9,11,3,-4
GAA850 FXN act,-1.0,-0.5,0.3,0.7,5.5,-0.5,3.1,2.3,-1.5,0.2
ASAP1 GAP inh,12,-10,-4,-8,7,-3,-1,-8,0,-4
ADAM10 inh,-2,12,-9,-7,-7,-10,1,2,-11,9
rCAG RNA binder,-2,6,0,-2,1,6,-6,-3,-5,4

31: CC1CCCCC1N1CCN(C(=O)c2cccc(F)c2)CC1 (stereo not given)
32: COc1cc(/C=C(\C#N)c2nc3c(s2)CC(C)CC3)ccc1O (stereo not given)
33: CCN1C(=O)[C@H]2[C@@H](c3ccc(-c4ccccc4)cc3)N[C@@](Cc3ccccc3)(C(=O)OC)[C@H]2C1=O
34: CC1C2Cn3c(nc4ccccc43)C1N(C(C)C)O2 (stereo not given)
35: COc1ccc(C(=O)Nc2ccc(S(=O)(=O)Nc3onc(C)c3C)cc2)cc1OC
36: COCCN(C(=O)COC(=O)COc1ccc2ccccc2c1)c1c(N)n(Cc2ccccc2)c(=O)[nH]c1=O
37: Fc1ccc(NC(=S)Nc2nccs2)cc1
38: O=C(CN(C(=O)Cn1nnc(-c2cccs2)n1)c1ccc2c(c1)OCCO2)NC1CCCCC1
39: O=C1[C@H](Cc2ccccc2)NCC=CC[C@@H](c2ccco2)N1Cc1ccccc1
40: CS(=O)(=O)N1CCc2cc(NC(=O)c3ccc(Cl)cc3Cl)ccc21
Assay by compound,31,32,33,34,35,36,37,38,39,40
proKLK7 act,0.0,0.5,-0.3,0.3,0.5,0.7,-0.3,0.0,0.6,-0.5
DDE Tn6 FP inh,-4,-8,4,-9,-2,2,-6,2,5,12
HGIII-sPLA2 inh,-3,-41,1,-4,-7,-3,23*,-14,1,-4
GC-A act,-2,2,-2,0,-2,-3,5,-3,-5,3
GC-B act,7,2,-2,1,1,-1,0,3,-9,4
ARFGAP1 inh,7,11,-1,3,4,3,16,-3,10,2
GAA850 FXN act,0.9,6.3,-3.6,-0.7,-2.3,1.9,7.1,-2.2,-0.4,3.1
ASAP1 GAP inh,-4,-9,0,7,-6,13,-5,4,2,4
ADAM10 inh,-1,13,8,-1,2,-5,12,0,-2,1
rCAG RNA binder,-8,32,1,6,13,5,3,-2,-3,-1

41: CC(=O)Nc1ccc(S(=O)(=O)N2CCC(NC(=O)C(Cc3ccc(C)cc3)NC(C)=O)CC2)cc1 (stereo not given)
42: O=C(/C=C/c1ccc(OCc2c(F)cccc2Cl)cc1)N1CCOCC1
43: Cc1ccc2nc(NCCCO)nc(-c3ccccc3)c2c1
44: Cc1c(NS(=O)(=O)c2ccccc2F)c(=O)n(-c2ccccc2)n1C
45: COc1ccc(Br)cc1S(=O)(=O)NCCN1CCOCC1
46: CCC(CC)C(=O)Nc1nnc(SCC(=O)NC2CCCCC2)s1
47: CCOc1cc(C(=O)N2CCN(c3ccccc3)CC2)cc(OCC)c1OCC
48: CCOc1ccc(OCC(=O)OCc2csc(CC(=O)Nc3ccccc3C)n2)cc1
49: CN(C)CCCN1c2ccccc2Sc2ccc(Cl)cc21
50: Cc1cc(C)c(S(=O)(=O)Nc2nnc(C(C)C)s2)c(C)c1
Assay by compound,41,42,43,44,45,46,47,48,49,50
proKLK7 act,-0.6,-0.5,-0.4,0.2,42*,0.4,0.6,-0.4,0.8&0.5,-0.1
DDE Tn6 FP inh,6,-5,3,1,-2,-6,-1,4,-7&-7,-8
HGIII-sPLA2 inh,-1,-11,-6,4,-4,2,0,-50,-18&-23,-27
GC-A act,5,-6,0,0,1,1,1,2,-30&-35,3
GC-B act,1,-4,-2,-1,4,-1,-2,-4,-23&-22,0
ARFGAP1 inh,13,4,12,5,1,-12,-2,-3,2&-4,-4
GAA850 FXN act,1.6,-6.3,6.3,1.1,0.3,-0.6,-0.2,1.2,-1.8&0.2,0.8
ASAP1 GAP inh,-1,-6,2,13,0,-1,-1,-1,2&4,2
ADAM10 inh,-7,10,i,-5,10,-9,-3,2,0&-6,1
rCAG RNA binder,-1,-6,0,0,5,-4,-8,-2,7&7,32

51: Cc1cccc(C(=O)N2CCC(=O)N(C(COCc3cccc(C(F)(F)F)c3)Cc3ccccc3)CC2)c1 (stereo not given)
52: Cc1ccc(CN2CCN(Cc3ccc(OC(C)C)cc3)CC2CCO)o1 (stereo not given)
53: CC(=O)N1CCN(CCN=CC2=C(O)CC(c3ccc(Cl)cc3)CC2=O)CC1 (stereo not given)
54: CC(C)OC(=O)c1cccc(C(=O)Oc2ccccc2)n1
Assay by compound,51,52,53,54
proKLK7 act,0.2,0.3,0.4,0.3
DDE Tn6 FP inh,2,0,7,-4
HGIII-sPLA2 inh,-12,-10,-7,-4
GC-A act,-5,5,2,-2
GC-B act,-7,0,4,-6
ARFGAP1 inh,7,12,-5,12
GAA850 FXN act,0.7,1.1,2.8,-1.6
ASAP1 GAP inh,6,-11,-3,0
ADAM10 inh,8,2,4,2
rCAG RNA binder,-3,4,-1,-3
